RAD52 anneal inh = blocks human RAD52 DNA annealing. P43351. recombinant RAD52 DNA annealing, FRET fluorescence. inhibition, % at 18.7 µM. 360,000 compounds, 0.46% hits. AID 651710;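 active = every replicate showing at least 50% inhibition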
E-selectin induc = E-selectin induction on HUVECs; P16581; HUVEC E-selectin immunofluorescence imaging; normalized: neutral wells 0, TNF-alpha wells 100; activation, % at 7.58 µM; 260,000 compounds, 0.37% hits; AID 686992;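 active = mean E-selectin-positive cell signal at least 10% of the positive control, reached in at least 60% of replicates, without over 20% cell loss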;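 also: in these data hits start at about 27%; measured in HUVEC primary endothelial cells; signal is the percent of cells scored E-selectin positive by PE staining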
Target sequence (P16581 whole entry, looked up): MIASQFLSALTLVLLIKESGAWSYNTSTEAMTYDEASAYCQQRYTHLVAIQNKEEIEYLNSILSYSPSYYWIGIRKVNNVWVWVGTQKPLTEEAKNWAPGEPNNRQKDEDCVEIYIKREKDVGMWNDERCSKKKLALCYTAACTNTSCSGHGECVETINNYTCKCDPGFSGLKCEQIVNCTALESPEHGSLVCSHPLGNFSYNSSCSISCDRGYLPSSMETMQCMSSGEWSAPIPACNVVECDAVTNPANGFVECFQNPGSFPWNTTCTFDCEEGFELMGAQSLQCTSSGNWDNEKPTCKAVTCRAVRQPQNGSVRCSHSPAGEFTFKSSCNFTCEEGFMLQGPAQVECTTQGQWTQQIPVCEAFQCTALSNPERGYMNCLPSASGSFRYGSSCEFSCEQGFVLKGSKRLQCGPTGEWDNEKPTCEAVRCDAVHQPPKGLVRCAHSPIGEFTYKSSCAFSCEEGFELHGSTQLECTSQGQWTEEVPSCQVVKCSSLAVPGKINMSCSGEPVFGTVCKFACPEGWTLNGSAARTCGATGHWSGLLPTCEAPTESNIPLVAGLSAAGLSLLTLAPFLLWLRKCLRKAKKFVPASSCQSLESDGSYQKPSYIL
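Read-out basis: % PE-positive cells; Test system: HUVEC primary endothelial cells; Technique: immunofluorescence imaging; Dosing: single-point compound dose.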
ERp5 block = blocks human ERp5 reductase activity on insulin | AID 651711 | ERp5 insulin aggregation, absorbance 650 nm, 90 min | Q15084 | 350,000 compounds, 0.05% hits | inhibition, % at 9.99 µM;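 active = mean replicate inhibition above about 25%, with every replicate also reaching it, limit read from the data, passing the limit was not always enough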
Target sequence (Q15084 whole entry, looked up): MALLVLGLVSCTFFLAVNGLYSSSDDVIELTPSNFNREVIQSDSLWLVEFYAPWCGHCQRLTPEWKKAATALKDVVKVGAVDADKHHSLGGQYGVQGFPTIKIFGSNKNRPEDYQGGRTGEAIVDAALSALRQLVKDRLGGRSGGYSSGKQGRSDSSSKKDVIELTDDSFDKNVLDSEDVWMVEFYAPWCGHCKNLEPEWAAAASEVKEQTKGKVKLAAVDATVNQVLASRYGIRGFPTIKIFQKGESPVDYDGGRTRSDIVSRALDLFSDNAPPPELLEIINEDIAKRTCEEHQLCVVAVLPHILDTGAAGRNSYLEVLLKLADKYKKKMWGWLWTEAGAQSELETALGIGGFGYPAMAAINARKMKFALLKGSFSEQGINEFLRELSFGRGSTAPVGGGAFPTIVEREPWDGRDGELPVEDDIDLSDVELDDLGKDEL
S100A4 inh HTS = blocks human S100A4 binding to myosin IIA peptide | S100A4/TAMRA-MyoIIA peptide fluorescence polarization | inhibition, % at 10.7 µM | 360,000 compounds, 0.14% hits;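 active = mean inhibition of at least 70% across replicates, with every replicate also reaching that level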
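Compound dosing: one dose per compound; test system: human S100A4 monomer with TAMRA-labelled myosin IIA peptide; probe or stimulus: TAMRA-labelled myosin IIA heavy-chain peptide probe, 5 nM; medium: HEPES buffer with Ca2+, pH 7.2; schedule: 5 min incubation before reading; benchmarks: neutral control DMSO, positive control TFP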
Xi reactivation = activators of X-chromosome reactivation in mouse fibroblasts; XiGFP mouse fibroblasts, % GFP-positive cells imaging, 3 d; cells co-treated with 5-aza-dC sensitizer; scaled so ellipticine positive control = 100%; activation, % at 7.58 µM; 360,000 compounds, 0.055% hits; AID 743238;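 active = mean normalized replicate activation at least 10% and every replicate at or above 10%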;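 also: 0% = median of on-plate neutral control wells and 100% = ellipticine 6 µM median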
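Schedule: 3 d treatment, 15 min room-temperature fixation; system: 68-5-11 XiGFP fibroblast line; buffer or medium: DMEM plus 5-aza-dC sensitizer; control set: ellipticine 6 µM positive control; compound: one concentration, pinned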
RAD54 inh = blocks human RAD54 Holliday junction branch migration; Q92698; FAM/BHQ fluorescence; inhibition, % at 10.4 µM; 360,000 compounds, 0.14% hits; AID 602329;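 active = mean normalized replicate activity at least 40 and at least half of replicates scoring 40 or more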;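 also: 0% = median of neutral control wells and 100% = median of positive control wells; inhibitors cause a drop in the FAM fluorescence signal; in these data hits start at about 50%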
ERAP1 HTS inh = ERAP1 (human) enzyme inhibition | 340,000 compounds, 0.15% hits | inhibition, % at 10.7 µM | Q9NZ08 | recombinant ERAP1, Leu-AMC fluorescence, 60 min;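 active = mean replicate inhibition of at least 30%, or all replicates individually reaching that 30% level; inactive = mean below 30% and not every replicate reaching it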;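 also: 0% = neutral control wells and 100% = L-leucinethiol positive control wells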
esBAF inh = inhibitors of esBAF chromatin remodeling in mouse ES cells | Bmi1-luciferase knock-in reporter, 24 h; 100% = twice the neutral-well signal | reporter increase, % at 12.5 µM | AID 602393 | 350,000 compounds, 2% hits; in the data active = activation above about 40%;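 also: 0% = median of the plate's neutral control wells and 100% = double that signal; a rise in the Bmi1 reporter signal indicates esBAF inhibition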
Numbers without * were called inactive; / = not tested or not shown. Compounds as they come. Share with any hit: about 2.5%.

entry	compound	RAD52 anneal inh	E-selectin induc	ERp5 block	S100A4 inh HTS	Xi reactivation	RAD54 inh	ERAP1 HTS inh	esBAF inh
1	C/C=C/c1ccc([C@H]2[C@@H](CO)N(C(=O)C3CC3)[C@H]2CNC(=O)CN(C)C)cc1	-4	1.0	-2	-58	0.0	/	-5	/
2	COCC(CN1CCN(C2=NS(=O)(=O)c3ccccc32)CC1)OC(=O)c1ccccc1 (configuration not stated)	-4	/	0	0	0.1	/	-3	4
3	COC(=O)c1ccc(NC(=O)COC(=O)CCC2CCCC2)cc1	-8	/	7	-1	0.2	-10	0	-5
4	O=C(COC(=O)c1cccc(Cl)c1Cl)NC1CCCCCC1	-4	/	0	3	0.1	-6	-6	-3
5	O=C(CSc1nccn1Cc1ccco1)Nc1ccccc1C(F)(F)F	-11	-0.3	2	26	0.0	-5	-1	7
6	Cc1cccc(NS(=O)(=O)c2ccc(C)c(C(=O)N3CCN(C(=O)c4ccco4)CC3)c2)c1	-8	/	-2	-5	0.0	-10	-1	-1
7	COC(=O)C[C@H]1C[C@H]2c3cc(NC(=O)CN(C)C)ccc3O[C@H]2[C@H](CO)O1	19	0.0	0	6	-0.1	0	3	4
8	COc1cc(NC(=S)NN2CCOCC2)cc(OC)c1	1	/	12	-3	/	-3	10	/
9	COc1cc(OC)cc(C(=O)Nn2cnnc2)c1	-13	4.3	6	0	0.1	2	1	-4
10	O=C(C[C@@H]1CC[C@H](NC(=O)Nc2ccccc2F)[C@@H](CO)O1)NCc1ccc(F)cc1	3	-0.7	4	2	-0.6	/	1	/
11	C[C@H]1CCCCO[C@@H](CN(C)S(=O)(=O)c2ccc(Cl)cc2)[C@@H](C)CN([C@@H](C)CO)C(=O)c2cc(NS(=O)(=O)c3ccc(F)cc3)ccc2O1	-5	/	3	-6	0.1	8	6	-1
12	CNC[C@H]1Oc2ccc(NC(=O)NC3CCCCC3)cc2CC(=O)N([C@H](C)CO)C[C@H]1C	6	-0.1	5	7	0.0	2	-1	-2

An excerpt of these results, as labelled records.
1	C/C=C/c1ccc([C@H]2[C@@H](CO)N(C(=O)C3CC3)[C@H]2CNC(=O)CN(C)C)cc1
  RAD52 anneal inh: -4 | E-selectin induc: 1.0 | ERp5 block: -2 | S100A4 inh HTS: -58 | Xi reactivation: 0.0 | RAD54 inh: / | ERAP1 HTS inh: -5 | esBAF inh: /
2	COCC(CN1CCN(C2=NS(=O)(=O)c3ccccc32)CC1)OC(=O)c1ccccc1 (configuration not stated)
  RAD52 anneal inh: -4 | E-selectin induc: / | ERp5 block: 0 | S100A4 inh HTS: 0 | Xi reactivation: 0.1 | RAD54 inh: / | ERAP1 HTS inh: -3 | esBAF inh: 4
3	COC(=O)c1ccc(NC(=O)COC(=O)CCC2CCCC2)cc1
  RAD52 anneal inh: -8 | E-selectin induc: / | ERp5 block: 7 | S100A4 inh HTS: -1 | Xi reactivation: 0.2 | RAD54 inh: -10 | ERAP1 HTS inh: 0 | esBAF inh: -5
4	O=C(COC(=O)c1cccc(Cl)c1Cl)NC1CCCCCC1
  RAD52 anneal inh: -4 | E-selectin induc: / | ERp5 block: 0 | S100A4 inh HTS: 3 | Xi reactivation: 0.1 | RAD54 inh: -6 | ERAP1 HTS inh: -6 | esBAF inh: -3

More structures follow:
entry	compound	RAD52 anneal inh	E-selectin induc	ERp5 block	S100A4 inh HTS	Xi reactivation	RAD54 inh	ERAP1 HTS inh	esBAF inh
13	CCOc1ccc(NC(=O)CCC(=O)Nc2cc(OC)c(NC(=O)c3ccco3)cc2OC)cc1	-5	0.3	0	-2	0.4	-14	-1	8
14	C[C@H](NC(=O)[C@H]1[C@H](CO)[C@H]2Cn3c(ccc(C4=CCCCC4)c3=O)[C@@H]1N2)c1ccccc1	-9	-0.7	-7	7	0.4	9	2	0
15	O=C(CN1CCOCC1)Nc1ccc2c(c1)OCO2	-3	-8.2	-4	2	0.1	-8	-5	8
16	COCCNC(=S)N(C)[C@H]1C[C@H]2c3[nH]c4c(-c5ccccc5)cccc4c3CCN2C[C@H]1[C@H](C)O	-4	-0.1	2	-7	0.4	/	4	/
17	O=C(C[C@@H]1C[C@H]2c3cc(NC(=O)NC4CCCC4)ccc3O[C@H]2[C@@H](CO)O1)NCc1ccncc1	8	0.4	-2	9	0.4	1	-1	6
18	Cc1cccc(-c2nc(CSc3nc4c(c(=O)[nH]3)CCC4)c(C)o2)c1	-17	-0.3	-7	-2	0.0	-4	0	4
19	Cc1ccc(OC(C)C(=O)Nc2ccc(S(=O)(=O)Nc3nccs3)cc2)cc1 (configuration not stated)	-2	/	-5	0	0.0	-7	2	0
20	O=C(Nc1ccccc1CC[N+](=O)[O-])N1CCN(c2ccccc2)CC1	-20	-1.8	-4	-3	0.0	5	-4	-3
21	CCC(C)NC(=S)Nc1ccccc1 (configuration not stated)	0	0.0	1	3	0.0	1	2	4
22	CCC(=O)N(C)C[C@H]1Oc2cc(C#CC(C)(C)O)ccc2S(=O)(=O)N([C@@H](C)CO)C[C@H]1C	-2	0.9	-5	6	-0.3	-10	1	-3
23	COc1cc(OC)c(C(=O)OCCCOC(=O)c2cc(OC)c(OC)cc2OC)cc1OC	-15	-0.6	8	-1	0.2	1	1	/
24	COc1ccc(C(=O)NC(=S)Nc2ccc(N3CCN(C(C)=O)CC3)cc2)cc1[N+](=O)[O-]	7	/	1	4	0.1	/	/	/
25	O=C(COC(=O)C1C2CC3OC(=O)C1C3C2)Nc1ccc(Br)cc1 (configuration not stated)	-12	/	1	3	0.4	6	0	4
26	COC(=O)[C@]12C[C@H](CC(=O)NCc3cccc(C(F)(F)F)c3)C(=O)N(CCc3ccc(OC)c(OC)c3)C1=C[C@H](C(C)(C)C)O[C@@H]2C	-6	-0.3	5	-1	0.4	/	-4	/
27	COc1ccc(OC)c(N(CC(=O)Nc2ccccc2)S(=O)(=O)c2ccccc2)c1	-11	1.0	6	-1	0.0	0	3	-5
28	Cc1ccc(/C=[N+](/C)[O-])cc1	-5	/	-3	-5	0.1	/	-1	/
29	NC(=O)c1nsc(C(=O)N(c2ccccc2)C(C(=O)NCc2ccc(F)cc2)c2ccco2)c1N (configuration not stated)	-9	/	3	-7	0.3	4	-6	-1
30	CCCCn1c(=O)[nH]c(=O)c2c1nc(-c1ccc([N+](=O)[O-])cc1)n2CC	-18	2.7	3	-1	3.3	-12	-3	-11
31	O=C(COc1ccc2ccc(=O)oc2c1)NCCc1c[nH]c2ccc(F)cc12	-14	0.8	-1	-6	0.0	3	0	5
32	CCOC(=O)c1[nH]c(C)c(CN(CCc2ccccc2)S(C)(=O)=O)c1C	3	-0.1	1	1	0.3	-2	/	-6
33	COc1ccc(N2CCCC2)c(NC(=O)c2ccc([N+](=O)[O-])o2)c1	-20	/	0	1	0.0	9	1	1
34	CCCC#Cc1ccc2c(c1)O[C@@H](CN(C)C)[C@H](C)CN([C@H](C)CO)S2(=O)=O	-3	-0.2	-5	-2	0.4	3	-4	3
35	CN(C)CC(=O)Nc1ccc2c(c1)[C@H]1C[C@H](CC(=O)N3CCc4ccccc4C3)O[C@H](CO)[C@H]1O2	4	0.2	1	10	0.0	21	1	5
36	O=C(CCNC(=O)N1CC(=O)Nc2ccccc21)NCCc1cccc(F)c1	-6	/	5	-2	0.5	-5	2	-1

2 entries from above, as labelled records.
#29 NC(=O)c1nsc(C(=O)N(c2ccccc2)C(C(=O)NCc2ccc(F)cc2)c2ccco2)c1N (configuration not stated)
  RAD52 anneal inh: -9
  E-selectin induc: /
  ERp5 block: 3
  S100A4 inh HTS: -7
  Xi reactivation: 0.3
  RAD54 inh: 4
  ERAP1 HTS inh: -6
  esBAF inh: -1

#30 CCCCn1c(=O)[nH]c(=O)c2c1nc(-c1ccc([N+](=O)[O-])cc1)n2CC
  RAD52 anneal inh: -18
  E-selectin induc: 2.7
  ERp5 block: 3
  S100A4 inh HTS: -1
  Xi reactivation: 3.3
  RAD54 inh: -12
  ERAP1 HTS inh: -3
  esBAF inh: -11

The list continues.
entry	compound	RAD52 anneal inh	E-selectin induc	ERp5 block	S100A4 inh HTS	Xi reactivation	RAD54 inh	ERAP1 HTS inh	esBAF inh
37	CC(C)CCn1nc(C(=O)OCC(=O)NC(C)c2ccccc2)c2ccccc2c1=O (configuration not stated)	-7	0.2	8	-4	0.0	3	-3	-7
38	O=C(Nc1ccccc1C(F)(F)F)C1CCCC1	-10	0.6	5	1	0.0	-3	6	7
39	COc1ccc(C(=O)NNC(=O)c2cccs2)cc1S(=O)(=O)N1CCOCC1	-11	0.1	-4	2	0.0	3	-1	-5
40	COc1cccc(-c2ccc([C@@H]3[C@@H](CO)N4CCCCN(C(=O)c5ccc6c(c5)OCO6)C[C@H]34)cc2)c1	-12	0.0	-6	-2	-0.1	-13	5	/
41	CCOc1ccccc1CNC(=O)c1ccc(NC(=O)C2=CSCCO2)cc1	-39	/	1	-2	0.3	3	-5	13
42	COc1ccc(NC(=O)N2CCCCN3[C@H](CO)[C@@H](c4ccc(C#Cc5ccccn5)cc4)[C@@H]3C2)cc1	15	-0.1	2	-5	0.0	10	-1	1
43	CO[C@H]1CC[C@@H]2CCN(C)C(=O)[C@H](C)[C@H](OC)CN(C)C(=O)c3cc(C#N)ccc3OC[C@H]1O2	0	-0.1	-2	7	0.0	8	2	-3
44	Nc1nc2c(ncn2[C@@H]2O[C@H](C(=O)NCCCN3CCCC3=O)[C@@H](O)[C@H]2O)c(=O)[nH]1	-6	0.2	3	5	0.5	/	2	/
45	Cn1c(SCc2ccc(Cl)cc2)nnc1-c1ccc2nonc2c1	-5	0.0	1	4	0.0	/	6	9
46	CC(OC(=O)C1CCCCC1)c1nc2ccccc2[nH]1 (configuration not stated)	-6	/	-3	-1	0.0	/	-1	/
47	CCCC#Cc1ccc2c(c1)O[C@H](CN(C)Cc1ccccn1)[C@H](C)CN([C@H](C)CO)S2(=O)=O	1	0.2	1	3	0.0	8	1	1
48	C[C@H]1CCCCO[C@H](CN(C)C(=O)CCC(F)(F)F)[C@@H](C)CN([C@@H](C)CO)C(=O)c2cc(NC(=O)CCCN(C)C)ccc2O1	/	-0.2	/	/	0.3	-9	/	2
49	CC[n+]1ccc(/C=C2\Sc3ccccc3N2CCCS(=O)(=O)[O-])c2ccccc21	-49	/	8	1	0.0	-12	24	9
50	COCC(=O)N(C[C@@H]1[C@@H](c2ccccc2)[C@@H](CO)N1C(=O)NC(C)C)C(C)C	2	3.7	-5	16	0.1	-10	2	-2

Limited to RAD52 anneal inh, ERAP1 HTS inh and RAD54 inh, for some of the entries so far:
no. | molecule | RAD52 anneal inh | ERAP1 HTS inh | RAD54 inh
49 | CC[n+]1ccc(/C=C2\Sc3ccccc3N2CCCS(=O)(=O)[O-])c2ccccc21 | -49 | 24 | -12
42 | COc1ccc(NC(=O)N2CCCCN3[C@H](CO)[C@@H](c4ccc(C#Cc5ccccn5)cc4)[C@@H]3C2)cc1 | 15 | -1 | 10
48 | C[C@H]1CCCCO[C@H](CN(C)C(=O)CCC(F)(F)F)[C@@H](C)CN([C@@H](C)CO)C(=O)c2cc(NC(=O)CCCN(C)C)ccc2O1 | / | / | -9
46 | CC(OC(=O)C1CCCCC1)c1nc2ccccc2[nH]1 (configuration not stated) | -6 | -1 | /

Looked up above.
#39 | Xi reactivation = 0.0
#16 | ERAP1 HTS inh = 4
#49 | S100A4 inh HTS = 1
#9 | ERp5 block = 6
#40 | E-selectin induc = 0.0

Screens: PubChem, Broad Institute
